CHRM4 antagonist: antagonists of human muscarinic M4 receptor (CHRM4). 360,000 tested, 0.73% active. CHO-hM4 cells, ACh EC80, Fluo-8 calcium fluorescence. P08173. inhibition, % at 3 µM;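 active = inhibition above its plate's cutoff, the mean inhibition of sample wells plus 3 SD, cut at about 27% in these data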;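 also: 0% = acetylcholine EC80 with DMSO and 100% = DMSO without agonist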
Target sequence (P08173 whole entry, looked up): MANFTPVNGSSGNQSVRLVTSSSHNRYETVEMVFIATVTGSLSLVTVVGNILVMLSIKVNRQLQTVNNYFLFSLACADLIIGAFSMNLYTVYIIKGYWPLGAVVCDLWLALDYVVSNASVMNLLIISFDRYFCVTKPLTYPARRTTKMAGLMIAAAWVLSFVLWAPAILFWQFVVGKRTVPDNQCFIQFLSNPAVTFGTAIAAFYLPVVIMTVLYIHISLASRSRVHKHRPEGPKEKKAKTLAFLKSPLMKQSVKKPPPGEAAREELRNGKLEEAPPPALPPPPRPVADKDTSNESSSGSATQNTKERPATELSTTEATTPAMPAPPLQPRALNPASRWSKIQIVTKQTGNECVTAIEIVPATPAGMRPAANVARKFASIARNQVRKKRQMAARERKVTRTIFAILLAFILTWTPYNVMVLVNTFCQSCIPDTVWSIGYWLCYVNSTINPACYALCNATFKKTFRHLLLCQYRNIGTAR
CHRM4 agonist: agonists of human muscarinic M4 receptor (CHRM4); activation, % at 3 µM; 360,000 tested, 0.14% active; P08173; AID 624127; CHO-K1 hM4/Gqi5, Fluo-8 calcium fluorescence; vehicle 0%, full acetylcholine response 100%;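 active = activation above the run mean over all test wells plus 3 SD, cut at about 32% in these data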;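 also: peak over basal fluorescence ratio per well then scaled between controls; 0% = DMSO wells and 100% = acetylcholine at EC100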
M1 PAM: positive allosteric modulators of human M1 muscarinic receptor; 360,000 tested, 0.088% active; CHO-K1 hM1, Fluo-8 calcium fluorescence, ACh EC20; 0% = ACh EC20, 100% = maximal ACh; activation, % at 3 µM; AID 588819; P11229; in the data active = activation above about 19%, passing the limit was not always enough
M4 PAM: potentiates acetylcholine response at human M4 receptor | P08173 | CHO-K1 hM4/Gqi5, Fluo-8 calcium fluorescence, ACh EC20; 0% = ACh EC20, 100% = maximal ACh | AID 624126 | activation, % at 3 µM | 360,000 tested, 0.4% active;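 active = activation above its plate's cutoff, the mean activation of sample wells plus 3 SD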; also: some results filed as inactive read as strong as hits
CRFBP-R2 agonist: agonists of human CRF-binding protein/CRF-R2 receptor complex; HEK293 CRF-R2/CRF-BP, calcium dye fluorescence (FLIPR); percent of saturating CRF peptide response; AID 588473; activation, % at 13.2 µM; 350,000 tested, 0.46% active;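 active = activation of at least 50%, plus an integration ratio under a set limit after plate pattern correction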;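 also: plate controls were neutral control wells without compound for no effect and CRF at EC100 for full effect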
M5 antag: antagonists of human muscarinic M5 receptor (CHRM5). P08912. CHO-hM5 cells, Fluo-8 calcium fluorescence, ACh EC80. inhibition, % at 3 µM. 360,000 tested, 0.59% active. AID 624040;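 active = inhibition above a per-plate cutoff, the mean of that plate's test compounds plus 3 SD, cut at about 27% in these data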;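 also: 0% = acetylcholine EC80 with DMSO and 100% = DMSO without agonist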
Target sequence (P08912 whole entry, looked up): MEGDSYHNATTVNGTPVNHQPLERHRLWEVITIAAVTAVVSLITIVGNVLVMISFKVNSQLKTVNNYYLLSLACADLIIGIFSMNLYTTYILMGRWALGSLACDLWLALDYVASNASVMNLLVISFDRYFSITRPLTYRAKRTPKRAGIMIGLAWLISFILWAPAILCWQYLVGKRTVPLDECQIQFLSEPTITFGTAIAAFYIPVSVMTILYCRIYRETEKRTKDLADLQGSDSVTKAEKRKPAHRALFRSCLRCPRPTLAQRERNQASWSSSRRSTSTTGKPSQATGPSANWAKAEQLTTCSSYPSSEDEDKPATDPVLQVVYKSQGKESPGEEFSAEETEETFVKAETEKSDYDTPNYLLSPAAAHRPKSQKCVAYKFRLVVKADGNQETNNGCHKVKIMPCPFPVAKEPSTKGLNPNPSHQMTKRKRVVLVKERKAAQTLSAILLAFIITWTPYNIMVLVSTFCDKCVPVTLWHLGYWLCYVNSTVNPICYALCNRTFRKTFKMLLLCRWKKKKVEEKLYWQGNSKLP
M5 ag: CHRM5 agonism in calcium assay; 360,000 tested, 0.19% active; activation, % at 3 µM; P08912; CHO-K1 hM5 cells, Fluo-8 calcium fluorescence; 0% DMSO wells, 100% maximal acetylcholine response;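 active = activation above the run's mean over test compounds plus 3 SD, cut at about 23% in these data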;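 also: signal is peak over basal fluorescence ratio across the kinetic read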
CHRM1 antagonist: human CHRM1 antagonism. CHO-K1 hM1, Fluo-8 calcium fluorescence, ACh EC80 antagonist. 360,000 tested, 1.3% active. AID 588852. inhibition, % at 3 µM. P11229;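 active = percent inhibition above its own plate's cutoff, namely the mean of that plate's compound wells plus 3 SD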;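 also: peak over basal fluorescence ratio during 140 s after agonist addition; 0% = ACh EC80 plus DMSO and 100% = DMSO alone without agonist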
M5 PAM: potentiates acetylcholine response at human M5 receptor | P08912 | CHO-K1 hM5, Fluo-8 calcium, ACh EC20 PAM; 0% = ACh EC20, 100% = ACh EC100 | activation, % at 3 µM | 360,000 tested, 0.3% active;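 active = activation above the run cutoff, the mean activation of all test compounds plus 3 SD, cut at about 18% in these data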
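Test system: CHO-K1 hM5 cells / Doses: single-point, 3 µM nominal / Times: Post-acetylcholine fluorescence recording 140 s / Technique: Fluo-8 calcium fluorescence / Measure: Max/basal fluorescence ratio as % of EC20–EC100 ACh window / Benchmarks: low control EC20 acetylcholine (0%), high control EC100 acetylcholine (100%) / Replicates: one well per compound, no replicates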
Active calls of the source: *; . = not tested or not shown.

SMILES	CHRM4 antagonist	CHRM4 agonist	M1 PAM	M4 PAM	CRFBP-R2 agonist	M5 antag	M5 ag	CHRM1 antagonist	M5 PAM
CCCCCNC(=O)c1ccc(NS(=O)(=O)c2ccc3[nH]c(=O)[nH]c3c2)cc1	2	1	7	-3	0.2	-10	-1	-15	1
COc1ccc(OC)c(Nc2nc(NCCC(C)C)nc(N)c2[N+](=O)[O-])c1	-11	0	8	8	-1.8	7	3	-5	10
Cc1c(C(=O)NCCSCc2ccco2)cccc1[N+](=O)[O-]	-4	3	-1	7	0.7	15	-4	6	-1
Cc1ccccc1COC(=O)c1nn(-c2ccccc2)nc1N	9	-1	0	-5	-1.3	1	-3	2	-9
N#Cc1c(N)n[nH]c1-c1cc2c([nH]1)CCCC2	7	0	5	6	0.5	-9	0	0	3
O=S(=O)(c1c(F)cccc1F)N1CCN(Cc2c(O)ccc3ccccc23)CC1	-6	3	-1	-3	-1.4	12	-7	-6	-3
CCn1nc(C)cc1C(=O)N1CCCC(C(=O)c2ccc3ccccc3c2)C1 (stereo not drawn)	-2	8	-2	-14	-0.6	-2	1	-4	-7
CN(Cc1ccccc1Br)C(=O)CSc1nnnn1C1CC1	7	1	7	0	-1.1	6	-1	-8	-9
CCn1c(C(C)NC(=O)c2cccs2)n[nH]c1=S (stereo not drawn)	-2	0	11	-1	-0.8	0	1	-11	0
COc1cccc(NC(=O)c2ccccc2C(F)(F)F)c1	-1	2	3	3	-1.6	15	2	10	-3
CCCS(=O)(=O)N1CCN(C(=O)c2ccccc2F)CC1	-1	1	11	6	2.2	10	0	-10	-6
COc1ccc(-c2c(Sc3ccccc3)c3cc(-c4ccc(OC)c(F)c4)ccc3n2C)cc1	1	-1	.	1	.	-1	3	.	-3
COc1ccc(CN2CCNC(=O)C2CC(=O)N2CCCCO2)cc1OC (stereo not drawn)	3	1	-3	2	0.5	8	-3	2	-4
CC(C)(C)C1CCc2c(sc(NC(=O)CSc3nnc(-c4ccccc4)o3)c2C#N)C1 (stereo not drawn)	5	0	4	4	0.6	3	1	-2	-2
CCN1C(=O)/C(=C\N(C)C)S/C1=N\S(=O)(=O)c1ccccc1	0	2	6	-3	1.8	6	0	-13	-2
CCOc1cc(NC(=S)NCC2CCCO2)c(OCC)cc1NC(=O)C1CC1 (stereo not drawn)	-8	0	13	11	-1.1	-3	-2	-11	-1
COc1ccc(CN2C(=O)CC(C(=O)NCCc3ccc(S(N)(=O)=O)cc3)SC2=Nc2ccccc2)cc1 (stereo not drawn)	-2	0	0	-4	15	3	-2	1	-8
Cc1ccc2c(Cl)c(C(=O)Nc3nn[nH]n3)sc2c1	1	0	16	12	-3.4	-3	3	-10	7
O=C(NC1CCCCCCC1)C1CCN(S(=O)(=O)N2CCCC2)CC1	-7	2	3	4	0.8	-16	5	5	3
COc1cc(N=C2C(=O)N3c4c(cccc42)C(C)=CC3(C)C)cc(OC)c1	-17	2	6	10	-1.6	-11	27*	-7	4
CCC(=O)c1ccc(OCC(=O)N(CC)CC(=O)Nc2ccccc2OC)cc1	14	0	2	-3	-1.0	9	0	2	-13
CCOC(=O)C1=CN(CC)S(=O)(=O)NC1c1cccc(OC)c1 (stereo not drawn)	-5	3	8	0	-3.8	-11	0	-11	2
Cc1cc(C(=O)COC(=O)c2cc(Cl)ccc2N)c(C)n1Cc1ccco1	6	1	19	19*	1.0	10	2	-11	0
CCOC1=C2CN(S(=O)(=O)c3ccc(C)cc3)C(c3cccc(Cl)c3)CC2NC(c2ccccc2)C1 (stereo not drawn)	-7	5	.	-4	.	-5	3	.	3
CCOC(=O)Cc1csc(NC(=O)CCCCCN2C(=O)c3cccc4cccc(c34)C2=O)n1	5	1	4	-2	10	-1	0	-29	8
O=C(c1ccccc1-c1ncc[nH]1)N1CCCC(Nc2ccc(F)cc2)C1 (stereo not drawn)	-3	0	7	4	0.3	-1	-2	-8	-1
CC(Nc1cc(C)cc(C)c1)=[N+](C)CCNS(=O)(=O)c1ccc(Cl)cc1	-1	2	0	2	0.0	3	-4	-3	1
Cc1ccc(NC(=O)CN(C)S(=O)(=O)c2cccc3cccnc23)c(C)c1	11	3	3	-9	-4.1	-1	2	-7	-3
COc1cccc2c1cc1c(=O)n(CC(=O)NCCCN3CCCCC3)nc(C)n12	5	0	2	1	0.9	-2	-6	2	1
CC(OC(=O)C1=Cc2ccccc2OC1)C(=O)NC(C)(C)C (stereo not drawn)	0	0	9	-4	-0.1	3	-1	-9	-6
Cc1ccc(N)cc1NC(=O)CN1CCOCC1	-4	0	15	2	-0.7	4	2	-15	0
CN(C)S(=O)(=O)c1cccc(NC(=O)c2cc(-c3cccs3)nc3ccccc23)c1	31*	22	-9	-32	-1.2	17	4	22	-18
Cc1ccccc1OCC(=O)OCC(=O)NC1CC1	0	1	9	4	-0.3	5	1	-13	2
Cc1ccc([C@@H]2C[C@H]3[C@@H](CN2S(=O)(=O)c2ccc(C)cc2)C(=O)C[C@@H](c2ccc(C)cc2)N3S(=O)(=O)c2ccc(Cl)cc2)cc1	-7	1	9	3	-1.7	-10	3	-14	4
CC(=O)C1=C(C)NC(=O)NC1/C=C/c1ccccc1 (stereo not drawn)	-8	1	-6	5	-0.6	8	1	20	0
CCOc1ccc(CCN2C(=O)C(=O)N([C@@H](Cc3ccccc3)CN3CCC[C@H]3CN3C(=O)C(=O)NC[C@@H]3Cc3ccc(O)cc3)C[C@@H]2CC(C)C)cc1	-11	-1	.	13	.	3	-4	.	6

CHRM4 antagonist: hit marks shown above
SMILES	CHRM4 antagonist	CHRM4 agonist	M1 PAM	M4 PAM	CRFBP-R2 agonist	M5 antag	M5 ag	CHRM1 antagonist	M5 PAM
CN(C)S(=O)(=O)c1cccc(NC(=O)c2cc(-c3cccs3)nc3ccccc23)c1	31*	22	-9	-32	-1.2	17	4	22	-18

New compounds follow.
SMILES	CHRM4 antagonist	CHRM4 agonist	M1 PAM	M4 PAM	CRFBP-R2 agonist	M5 antag	M5 ag	CHRM1 antagonist	M5 PAM
Cc1onc(C(=O)N2CCN(c3ccccc3)CC2)c1[N+](=O)[O-]	-3	1	-1	1	-0.2	24	0	2	-4
CCn1cc(C(=O)NCC(OC)OC)c(=O)c2cc(S(=O)(=O)N(C)C3CCCCC3)ccc21	0	8	-5	-5	0.0	5	-2	7	-7
CC(C)c1csc(CN2CCC(CCC(=O)NCC3CCCO3)CC2)n1 (stereo not drawn)	-3	0	12	0	8.4	-1	-5	-12	-2
CC(C(=O)NCC1CCCCC1)N(C)CC(=O)Nc1ccc(N2CCOCC2)cc1 (stereo not drawn)	10	12	-2	-12	3.2	5	2	6	1
CC(OC(=O)CCC(=O)c1cccs1)C(=O)NC1CCCCC1C (stereo not drawn)	-3	1	17	14	3.1	10	1	-12	5
O=C(CSc1nnc(CNC(=O)c2c(F)cccc2F)o1)NCc1ccccc1Cl	6	1	15	1	-0.1	10	-5	-14	-5
COc1ccccc1CCNC(=O)NC1CCCCC1	-7	0	2	2	-0.7	-3	-6	-1	2
CCOC(=O)[C@@H]1[C@H]2COc3ccc(Br)cc3[C@@H]2N2C(=O)N(c3ccc(F)cc3)C(=O)[C@@]12C	1	1	7	10	0.6	0	1	1	6
CCC(=O)n1nc(-c2ccc(OC)cc2)nc1SC	9	1	9	8	-0.4	-3	-1	-7	-5
CCC(C)(C)NC(=O)Cn1c(-c2ccccc2)cc(C(C)=O)c1C	2	-1	-4	0	-0.4	9	2	2	-5
c1ccc(CN(CCN2CCOCC2)Cc2ccccc2)cc1	-9	0	-10	3	-1.3	11	-10	9	-4
C[C@H]1CN([C@@H](C)CO)S(=O)(=O)c2ccc(Br)cc2O[C@@H]1CN(C)Cc1ccccc1	-5	-1	0	-3	10	3	0	-2	0
O=C(COc1ccccc1)NC(=S)Nc1ccc(Br)cn1	3	0	6	-6	0.0	9	-5	0	-5
COc1cccc2c1CCC1=CC(=O)CCC12C (stereo not drawn)	-9	-1	12	20	-2.9	-3	-2	-14	2
N#CCC(=O)N/N=C/c1ccc(N2N=C(c3ccccc3)CC2c2ccccc2)cc1 (stereo not drawn)	9	3	3	-13	0.7	21	-3	-1	-6
CCC(=O)N1CCc2cc(S(=O)(=O)NCCC(=O)N3CCN(c4cccc(C)c4)C(C)C3)ccc21 (stereo not drawn)	24	17	-16	-13	0.2	-10	0	23	-7
COc1cccc(-c2c(-c3cc(OC)cc(OC)c3)n(C)c3ccc(-c4ccc(OC)nc4)cc23)c1	-2	0	15	7	0.0	15	2	-10	3
NC(=O)CC(NC(=O)c1ccccc1)c1ccc(NCc2ccccc2)c([N+](=O)[O-])c1 (stereo not drawn)	9	2	-4	-2	-3.0	5	-7	8	3
Cc1cc(C)c(C#N)c(SCC(=O)Nc2ccc(S(=O)(=O)Nc3ncccn3)cc2)n1	-5	0	2	-2	0.3	1	-2	-2	-4
CCN(CC)S(=O)(=O)c1cccc(C(=O)N[C@H](C(=O)NNC(=O)c2ccccc2)C(C)C)c1	8	1	-8	7	-2.0	3	0	1	6
Cc1csc(NC(=O)CSc2nc3ccccc3c3c2CCCC3)n1	-8	0	6	-1	-3.0	-6	-1	-9	-8
Cc1cc(C)c(C#N)c(SCc2ccc([N+](=O)[O-])cc2)n1	-10	2	4	14	6.1	-3	2	1	5
COc1ccc(N/C(N)=N/c2nc(CSc3nnc(C)s3)cc(=O)[nH]2)cc1	4	1	-9	2	-6.0	3	-1	11	0
CC(C)CCn1cnc2c(cnn2-c2ccc(Cl)cc2)c1=O	3	1	9	23	-1.8	-6	2	-17	5
O=C(Oc1ccccc1-c1nnco1)c1ccc(Cl)cc1	9	-1	9	1	-0.9	-6	-1	-10	2
COc1ccc(CNC(=O)CCC(=O)N2CCN(S(=O)(=O)c3cc([N+](=O)[O-])ccc3C)CC2)cc1	1	4	-1	-3	-0.6	1	-3	-3	-4
O=C(NN=Cc1c(F)cccc1F)c1ccccc1NS(=O)(=O)c1cccs1	6	4	-7	-2	1.3	18	4	-11	-27
COc1ccc(-c2oc(NC(=O)CSc3ncn[nH]3)c(C#N)c2-c2ccc(OC)cc2)cc1	-13	-2	3	1	-7.3	1	4	-8	2
O=C(COC(=O)CNC(=O)c1ccccc1)Nc1ccccc1Cl	6	0	9	-9	1.4	-5	-1	-10	0
CN(Cc1ccc(F)cc1)Cc1nc(CCc2ccccc2)no1	0	0	0	1	-0.8	1	-4	-1	3
COc1ccccc1NC(=O)N(C)C[C@H]1Oc2cc(Br)ccc2S(=O)(=O)N([C@H](C)CO)C[C@H]1C	-2	1	6	-3	-1.1	11	1	-14	-4
Cc1ccccc1NC(=O)CCC(=O)OCCCC(F)(F)C(F)(F)F	1	-1	7	7	-0.9	-2	-1	-1	1
CC1(C)C(c2ccccc2)=NC(c2ccc(Br)cc2)N1O (stereo not drawn)	-2	1	3	-3	-2.4	-8	-6	-9	6
O=C(CSc1nnnn1-c1ccccc1F)Nc1nc2ccccc2s1	0	0	3	-5	11	9	1	-6	-5

Not a hit list; 2.8% or so of the library scored in one or more.
